# Bioassay records as filed in PubChem.
# ssDAF12 agonist = activates DAF-12 receptor from parasite S. stercoralis. HEK293 ssDAF-12/GRIP1 lit1-tk-luc reporter, luminescence; % of 3 µM dafachronic acid response. activation, % at 6.8 µM. 1% of 370,000 active;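 active = activation above the mean over all tested compounds plus 3 SD, cut at about 0.9% in these data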;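 also: 0% = DMSO-only wells and 100% = 3 µM delta7-dafachronic acid wells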
# DAX1 inh-1 = inhibitors of human orphan nuclear receptor DAX1 (NR0B1); 0.99% of 340,000 active; inhibition, % at 6.75 µM; AID 504766; P51843; HEK293 Gal4-DAX1 luciferase reporter, luminescence;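 active = inhibition above the mean over all tested compounds plus 3 SD, cut at about 4.2% in these data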;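 also: 0% = DAX1-transfected cells with DMSO and 100% = empty-vector control cells with DMSO; inhibition shows as a rise in luminescence from relieved DAX1 repression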
# Target sequence (P51843 207-470 limits assumed): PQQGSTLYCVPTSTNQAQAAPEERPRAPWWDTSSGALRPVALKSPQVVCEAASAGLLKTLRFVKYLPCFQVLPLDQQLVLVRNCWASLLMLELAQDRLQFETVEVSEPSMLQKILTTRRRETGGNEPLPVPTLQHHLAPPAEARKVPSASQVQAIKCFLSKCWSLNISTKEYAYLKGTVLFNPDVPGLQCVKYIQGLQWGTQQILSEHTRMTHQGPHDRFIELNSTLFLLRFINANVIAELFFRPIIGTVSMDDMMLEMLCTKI
# hgDAF12 agonist = agonists of H. glycines DAF-12 nuclear receptor | HEK293 GAL4-hgDAF12 UAS-luciferase reporter, agonist luminescence; normalized to butyrate control | activation, % at 6.8 µM | 1.8% of 370,000 active | AID 687014;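 active = activation above a cutoff set at the mean of all screened compounds plus 3 SD, cut at about 10% in these data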;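 also: 0% = DMSO wells and 100% = sodium butyrate wells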
# DAX1 inh-2 = DAX1 (NR0B1) inhibition, primary screen | HEK293T StAR-luciferase reporter, SF-1/DAX-1 repression relief | inhibition, % at 6.8 µM | 1.1% of 370,000 active | AID 652010;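 active = inhibition above the mean over all tested compounds plus 3 SD, cut at about 3.6% in these data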;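 also: 0% = DAX-1 cells with DMSO and 100% = cells lacking DAX-1 with DMSO; higher inhibition means more luminescence from relief of DAX-1 repression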
# ADAM10 inh = inhibitors of human ADAM10. O14672. recombinant ADAM10, EDANS/DABCYL FRET peptide cleavage, 3 h. inhibition, % at 7 µM. 0.62% of 370,000 active. AID 720582;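 active = inhibition above a per-campaign cutoff equal to the mean of compounds falling between control-based bounds plus 3 SD, cut at about 20% in these data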;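 also: 0% = DMSO wells while the 100% control is not disclosed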
# ADAM17 inh = inhibits human ADAM17; 0.83% of 370,000 active; recombinant ADAM17, EDANS/DABCYL FRET peptide cleavage; P78536; AID 720648; inhibition, % at 6.95 µM;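 active = inhibition above the mean of compounds lying between control limits plus 3 SD, set per campaign, cut at about 8.5% in these data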;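 also: 0% = DMSO-only wells as the low control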
# PLCg1 inh = blocks human PLC-gamma1 enzyme activity; purified PLC-gamma1, fluorogenic substrate, fluorescence; inhibition, % at 12.2 µM; 0.84% of 370,000 active; AID 720700; in the data active = inhibition above about 9.5%
# HGIII-sPLA2 inh = Inhibits HGIII-sPLA2 liposome hydrolysis, primary screen. Q9NZ20. QFRET BODIPY PC-A2 liposome hydrolysis, fluorescence. inhibition, % at 12.2 µM. 0.56% of 370,000 active;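 active = inhibition above mean plus 3 SD of compounds lying within the high and low control bounds, cut at about 19% in these data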;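 also: 0% = median of test compound wells and 100% = no enzyme DMSO wells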
# Target sequence (Q9NZ20 whole entry, looked up): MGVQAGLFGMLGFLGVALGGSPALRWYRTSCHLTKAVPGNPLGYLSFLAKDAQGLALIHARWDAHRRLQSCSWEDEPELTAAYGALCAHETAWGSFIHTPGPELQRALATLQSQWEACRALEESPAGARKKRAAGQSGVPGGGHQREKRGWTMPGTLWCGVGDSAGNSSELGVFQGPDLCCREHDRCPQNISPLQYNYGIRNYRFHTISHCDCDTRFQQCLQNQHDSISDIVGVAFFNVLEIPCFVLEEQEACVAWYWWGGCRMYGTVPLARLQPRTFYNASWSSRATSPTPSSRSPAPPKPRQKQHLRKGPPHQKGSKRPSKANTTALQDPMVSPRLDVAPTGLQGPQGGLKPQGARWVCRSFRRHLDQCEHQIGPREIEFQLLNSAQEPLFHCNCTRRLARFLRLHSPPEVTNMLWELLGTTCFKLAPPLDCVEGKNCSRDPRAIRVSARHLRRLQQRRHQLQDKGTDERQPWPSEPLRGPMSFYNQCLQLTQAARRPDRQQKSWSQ
# PLCb3 inh = inhibitors of human phospholipase C beta3 | Purified PLC-beta3, fluorogenic substrate, fluorescence | Q01970 | 0.18% of 370,000 active | AID 720704 | inhibition, % at 12.2 µM; in the data active = inhibition above about 11%;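 also: 0% = median of compound wells on plate and 100% = full blocker control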
# FXN GAA850 act = activators of GAA850 frataxin (FXN) promoter; 0.56% of 360,000 active; HEK293 lucGAA850 FXN promoter luciferase reporter, 24 h; percent of 10 µM SAHA response; activation, % at 6 µM;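 active = activation above the average of all compounds screened plus 3 SD, cutoff fixed separately per campaign, cut at about 7.5% in these data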;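 also: 0% = DMSO wells and 100% = 10 µM SAHA wells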
# hcDAF12 agonist = activators of H. contortus DAF-12 nuclear receptor | HEK293 hcDAF-12 lit1-tk-luc reporter, luminescence; 0% DMSO, 100% Δ7-dafachronic acid | activation, % at 6.8 µM | 1.4% of 370,000 active;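 active = activation above the mean of all tested compounds plus 3 SD, cut at about 5.5% in these data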;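 also: 100% = response to 3 µM Δ7-dafachronic acid high control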
# * = called active by the depositor; i = inactive; nt = no result given. Rows are unselected; any-hit rate near 6.9%.
SMILES,ssDAF12 agonist,DAX1 inh-1,hgDAF12 agonist,DAX1 inh-2,ADAM10 inh,ADAM17 inh,PLCg1 inh,HGIII-sPLA2 inh,PLCb3 inh,FXN GAA850 act,hcDAF12 agonist
CCOC(=O)c1c(-c2cccs2)csc1NC(=O)COC(=O)c1c(C)noc1C,-1.5,-0.7,-0.5,-0.6,-11,-5,-1,-1,-1,2.7,-2.1
COc1ccc([C@H]2CC(=O)C=C(c3ccc(F)nc3)C2)cc1OC,-1.7,-0.6,-1.6,-1.0,7,2,3,2,5,0.4,-1.9
COc1cccc(C(=O)N2CCC(n3nccc3NC(=O)C3CCOC3)CC2)c1 (centres undefined),-0.7,0.0,1.5,0.9,1,-3,-1,1,-4,1.3,-0.5
COc1nsnc1N1CCOCC1,-1.6,1.1,5.0,1.1,1,-3,1,-1,-3,-0.4,0.1
Cc1nn2cc(-c3cccc(Cl)c3)cnc2c1Br,-1.5,2.1,5.3,2.3,14,-2,1,5,7,-1.6,0.6
O=C(CCC(=O)c1cccs1)Nc1ncccc1O,-0.9,0.3,-1.2,0.1,-4,2,-5,6,-7,-0.7,0.4
C/C(=C\C(=O)c1sccc1Cl)N(C)C,0.2,0.9,15*,2.8,10,-3,2,-9,-9,0.7,3.3
NC(=O)c1cc([N+](=O)[O-])ccc1NCCN1C(=O)c2ccc(C(=O)O)cc2C1=O,-1.3,-0.7,-2.2,-0.5,7,0,5,0,5,1.0,0.2
COc1ccc(C(=O)CC(=O)C(=O)Nc2ccc([N+](=O)[O-])cc2C)cc1,-0.8,-1.4,1.8,0.0,9,7,7,-1,-4,-0.3,3.5
Clc1ccc(-c2c(C3=NCCCN3)nnn2-c2ccc(Cl)cc2)cc1,-1.0,3.0,-0.5,-0.2,-2,-1,4,-7,-6,-0.3,-1.5
O=C(C1CC(=O)N(C2CCCCC2)C1)N1CCc2ccccc21 (centres undefined),0.5,0.0,-0.2,-0.1,-10,-1,-3,3,-2,2.7,6.2*
COC(=O)C(C)NC(=O)CNS(=O)(=O)c1ccc(F)cc1 (centres undefined),-0.5,-0.6,-2.1,0.0,-2,0,1,1,3,1.9,-1.6
COc1ccc(/C=N/n2c(SC)nnc(C(C)(C)C)c2=O)c(OC)c1,-1.3,-0.1,2.8,1.5,-2,-2,-3,3,1,-0.8,0.5
Cc1cc(=O)oc(C)c1C(=O)N1CCN(C(c2ccccc2)c2ccccc2)CC1,-1.2,-0.2,-0.5,-0.1,-5,-5,-3,-2,-8,1.9,-1.9
CCOC(=O)c1sc(=S)n(C)c1N,-1.3,-0.4,-0.1,-0.3,2,-3,2,4,2,0.7,-0.4
COc1ccc(C(=O)O)cc1Nc1cc(C)nc2ncnn12,-1.4,1.4,2.0,-0.1,-12,-4,2,3,1,-0.8,1.7
CN(CCCC(=O)O)S(=O)(=O)c1ccc2c(c1)C(=O)c1cc(S(=O)(=O)N(C)CCCC(=O)O)ccc1-2,-0.2,2.6,7.4,-0.2,19,1,3,5,-1,1.2,0.1
COc1ccccc1N1CCN(Cc2nc(N)nc(Nc3ccc(C)cc3)n2)CC1,-0.9,-0.8,-0.5,-1.0,-5,-2,0,3,1,1.7,-0.9
CCCNC(=O)NC(=O)COc1ccc2oc3ccccc3c2c1,-1.2,-0.1,0.3,-0.5,-3,-1,-3,0,-1,0.5,-0.6
N#Cc1cc2c(=O)n3ccccc3nc2n(Cc2cccnc2)c1=O,-1.1,1.0,-1.9,0.0,i,-343,-177,3,-236,0.6,-0.9
CCOc1ccc(CC(=O)NCCc2cnc[nH]2)cc1,-0.8,1.6,1.6,-0.1,-14,-2,-1,6,3,3.3,-1.2
O=C(NC(=S)N1CCCC1)c1ccccc1F,-1.4,0.3,-0.6,1.6,-6,1,2,-1,-1,-0.8,-1.2
CSc1cccc(NC(=O)C2C3C=CC4(O3)C2C(=O)N(CCN2CCOCC2)C4C(=O)NC2CCCCC2)c1 (centres undefined),-0.1,0.5,-1.9,0.1,12,0,2,2,-4,-0.7,-0.3
Cc1cc(=O)oc(C)c1C(=O)NCCN(C)Cc1ccccc1,-1.9,0.2,-1.7,0.0,-5,-5,-4,7,-10,1.1,-0.4
Cc1ccc(-n2c(SCC(=O)N/N=C/c3ccccc3C(=O)O)nnc2-c2ccc(Cl)cc2)cc1,-0.8,-1.8,-1.8,0.0,1,3,2,-4,-3,0.7,-0.8
CCOc1ccc2nc(SCC(=O)Nc3cccc(S(=O)(=O)NC4=NCCCCC4)c3)[nH]c2c1,-2.2,0.0,-0.9,-1.2,8,2,1,-29,-3,1.9,-1.7
Cc1cc(C)c(C(=O)/C=C/C=C/c2ccccc2)c(=O)[nH]1,-1.2,0.2,-0.2,-0.8,-9,1,-7,-14,-8,1.9,-0.8
O=[N+]([O-])c1ccc2c(c1)C(N1CCOCC1)/C(=C/COc1ccc(Cl)cc1Cl)O2 (centres undefined),-1.6,0.2,1.2,0.1,0,0,3,-13,1,5.2,-1.7
COc1ccc(CNC(=O)COC(=O)c2cncc(Br)c2)cc1,-1.1,0.9,0.9,-0.1,-3,-5,-10,4,-17,-1.0,0.9
O=C(CCc1ccccc1)Nc1ccc(N2CCCCC2)cc1,-0.8,2.4,3.9,0.3,-9,-4,-4,7,-3,5.0,3.0
CS(=O)(=O)N1CCC(C(=O)N2CCC(Cc3ccccc3)CC2)CC1,-1.4,-0.5,-1.4,-0.2,4,-1,-2,-2,4,-0.5,-0.2
COc1ccc(NS(=O)(=O)c2ccc(C)c(NC(=O)C3CCCO3)c2)cc1 (centres undefined),-1.1,1.9,-1.1,0.2,-4,-5,-2,6,-4,1.3,-0.5
Cc1c(C(=O)N2CCCCC2)c(S(=O)(=O)NCCc2ccc(Cl)cc2)c(C)n1C,-1.2,0.1,3.0,0.7,5,3,1,-5,-4,2.5,-2.0
CCCCCCCCCCCCCCCC(=O)OCC1OC(n2ccc(N)nc2=O)C(O)C1O (centres undefined),-1.5,0.1,1.9,-1.4,-2,-2,-1,12,0,-0.3,-0.5
Cc1cc(NC(=O)CSc2nc3ccccc3cc2C#N)no1,-0.6,-0.8,2.7,0.2,-2,-1,-4,2,-8,4.2,-0.5
COC(=O)[C@@H](NC(=O)CCc1nnc(-c2ccsc2)o1)C(C)C,-1.3,2.8,-0.2,0.5,7,2,5,10,-1,0.6,-1.6
CC(=O)N1c2ccc(S(=O)(=O)N(C)CC(=O)Nc3ccccc3C)cc2CC1C (centres undefined),-0.5,-0.5,1.0,-0.3,9,-3,4,1,2,0.3,-2.1
c1ccc(SCc2cn3cccnc3n2)nc1,-0.6,-1.0,9.5,1.0,i,-227,-247,5,-365,0.5,-1.4
O=[N+]([O-])c1ccc(S(=O)(=O)Nc2ncccn2)cc1,-1.0,0.2,1.8,0.1,-11,-3,-1,-3,-3,-0.3,0.7
Cc1ccc(C(=O)Sc2cccccc2=O)cc1,-2.4,-5.8,-4.8,-2.4,0,1,4,-8,3,-15,-5.2
COC(=O)Cn1cnc2c(nnn2-c2ccc(OC)cc2)c1=O,-1.1,1.7,0.3,-0.1,0,-1,0,4,-8,-0.3,-1.1
CSc1nc(N)n(-c2cc(C(F)(F)F)ccn2)n1,-1.4,0.9,-0.5,0.5,-2,0,1,0,-5,-0.2,0.6
Cc1cc(C)cc(-n2nnc(C(=O)NCc3ccco3)c2N)c1,-1.0,0.8,-1.6,0.1,2,-4,-1,-8,1,-0.6,-0.6
CCOC(=O)C1=CCC(c2ccccc2)N(S(=O)(=O)c2ccccc2)C1 (centres undefined),-1.0,nt,-3.2,-0.8,22*,15*,0,-10,-11,nt,-2.1
O=S(=O)(Nc1cccnc1)c1cc(Cl)ccc1Cl,-0.4,-0.8,3.0,-0.3,1,1,-1,-7,0,-0.8,-0.6
Cc1nn(C)cc1S(=O)(=O)N1CCCCC1C (centres undefined),-0.5,0.6,-2.9,-0.4,-13,-4,1,5,-6,2.3,2.8
O=S(=O)(c1ccc(F)cc1)c1snnc1-c1ccccc1,-0.6,-1.4,-6.9,-2.5,4,0,4,-2,2,-11,-1.8
NS(=O)(=O)c1ccc(N2CCOCC2)c(C(=O)NCc2ccc3c(c2)OCO3)c1,-0.4,-0.7,-0.6,-1.1,-4,-3,-4,0,-17,0.7,-0.1
CC(CC(=O)O)CC(=O)NNC(=O)c1cccc(Br)c1 (centres undefined),-1.6,-0.2,-1.4,-0.2,0,-5,-3,14,1,1.7,2.1
CCCNC(=O)N1CCN(S(=O)(=O)c2ccc(C)c(C)c2)CC1,-1.0,0.6,-1.1,0.5,2,-3,-2,5,-2,0.8,-0.3

# (cont.)
SMILES,ssDAF12 agonist,DAX1 inh-1,hgDAF12 agonist,DAX1 inh-2,ADAM10 inh,ADAM17 inh,PLCg1 inh,HGIII-sPLA2 inh,PLCb3 inh,FXN GAA850 act,hcDAF12 agonist
O=C(CCCCn1c(=O)[nH]c2ccccc2c1=O)NCc1ccc2c(c1)OCO2,-1.1,-1.2,0.3,-1.1,-8,0,1,-4,4,-2.5,-0.7
CCN1C(=O)CSC1=Nc1ccc(OC)cc1,-1.5,-1.1,1.4,-0.1,-3,-4,0,0,2,0.3,0.1
Cc1ccc(S(=O)(=O)Nc2nc3ccccc3nc2NCc2ccco2)cc1C,-1.8,-0.8,-2.7,-0.5,-129,-44,-33,-43,-45,2.7,-0.3
COc1cc(NC(=S)NCCCO)c(OC)cc1Cl,-1.3,-1.3,-1.5,-0.4,-1,-1,1,1,0,1.8,-0.8
CN(C)S(=O)(=O)c1ccc(Cl)c(NC(=O)COC(=O)CCC(=O)c2cccs2)c1,-1.6,2.7,-0.8,-0.1,-4,-4,-1,-7,-6,2.8,-2.1
Cc1c(C(=O)N/N=C/C(C)C)[nH]c2c([N+](=O)[O-])cccc12,-1.6,0.8,0.5,-0.2,4,-1,-4,4,3,0.7,2.9
CCOC(=O)c1cnn(-c2ncnc3c2cnn3C)c1N,-1.1,2.9,2.1,0.0,2,-4,-1,0,-7,1.4,-0.5
CC(=O)Nc1ccc(S(=O)(=O)NCC2CCC(C(=O)NCCCN(C)Cc3ccccc3)CC2)cc1 (centres undefined),-0.8,0.3,3.2,0.0,-4,0,1,-6,-3,-0.1,-1.0
CCC(C)c1ccc(NC(=O)Nc2cccnc2)cc1 (centres undefined),0.8,1.6,9.1,6.4*,4,3,3,-13,-5,4.9,0.3
COc1ccc(CN2CC(=O)N(c3ccccc3C)C2=S)cc1OC,-1.6,-0.7,-0.4,-1.3,-4,-4,1,-56,-5,3.9,-1.8
C/C(=N\NC(=O)C(O)c1ccccc1)c1ccc(Cl)cc1 (centres undefined),1.4*,1.6,-1.0,0.6,-8,-5,0,-2,-5,1.0,-0.9
CCOc1ccc(S(=O)(=O)N(CC(=O)N2CCc3ccccc32)Cc2ccco2)cc1,-1.1,-1.1,-0.2,-0.5,-4,-4,-7,3,1,-1.4,-0.5
Cc1ccc(S(=O)(=O)N2CCC(=O)N(CCOCc3ccc(F)cc3)CC2)cc1,-1.7,-0.1,-0.7,0.0,1,2,1,-2,6,1.5,-1.9
